Bioassay records (PubChem BioAssay)
DENV2 CPE rescue: inhibitors of DENV2 cytopathic effect, primary screen, cell-based, plate reader, single concentration; DENV2-infected cells, cytopathic effect rescue; CPE inhibition, % at 9.99 µM; 350,000 compounds, 1.7% hits; AID 651640, 2012; in the data active = CPE inhibition above about 20%, passing the limit was not always enough; inconclusive = no clear call, values can overlap the other calls; tested in BHK-21 cells;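 also: 0% = median of neutral control wells and 100% = median of positive control wells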
Xi reactivation: activators of inactive X chromosome reactivation, primary screen, imaging, XiGFP fibroblasts, GFP high-content imaging, set 2 | activation, % at 7.58 µM | 360,000 compounds, 0.055% hits | XiGFP mouse fibroblasts, % GFP-positive cells imaging, 3 d; cells co-treated with 5-aza-dC sensitizer; scaled so ellipticine positive control = 100%;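 active = mean normalized replicate activation at least 10% and every replicate at or above 10%; inconclusive = only one of the two criteria met; inactive = mean below 10% and not all replicates reach 10%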;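 also: 0% = median of on-plate neutral control wells and 100% = ellipticine 6 µM median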
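System: SV40-immortalized XiGFP fibroblast cells, line 68-5-11 / Incubation: 3-day compound exposure, then 15 min fixation at room temperature / Compound: single concentration per compound, delivered by pin transfer / Buffer or medium: DMEM plus 5-aza-dC sensitizer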
RAD52 inh: RAD52 DNA annealing inhibitors, primary screen, biochemical, FRET, single point, set 2; inhibition, % at 18.7 µM; 360,000 compounds, 0.46% hits; recombinant RAD52 DNA annealing, FRET fluorescence; DNA repair protein RAD52 homolog (Homo sapiens), P43351; AID 651710, 2012;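 active = every replicate showing at least 50% inhibition; inconclusive = mean inhibition at least 50% but not in every replicate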
Target sequence (P43351 whole entry, looked up): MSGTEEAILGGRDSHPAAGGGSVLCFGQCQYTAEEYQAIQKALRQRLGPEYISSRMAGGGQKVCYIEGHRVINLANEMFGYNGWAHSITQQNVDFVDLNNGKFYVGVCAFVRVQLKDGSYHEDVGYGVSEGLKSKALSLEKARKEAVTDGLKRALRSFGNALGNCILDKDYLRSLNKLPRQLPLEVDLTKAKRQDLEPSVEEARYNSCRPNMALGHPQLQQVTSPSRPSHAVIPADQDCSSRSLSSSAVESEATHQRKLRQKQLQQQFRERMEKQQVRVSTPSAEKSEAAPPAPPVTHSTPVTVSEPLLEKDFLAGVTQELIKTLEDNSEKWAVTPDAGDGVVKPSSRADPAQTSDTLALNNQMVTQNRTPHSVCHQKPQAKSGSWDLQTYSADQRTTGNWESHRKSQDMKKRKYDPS
GSIS activator: GLuc luminescence reporter in INS-1E cells, primary screen for activators of glucose-dependent secretion of insulin; AID 743287, 2014; activation, % at 16.6 µM; 370,000 compounds, 0.61% hits; INS-1E GLuc reporter insulin secretion, 2-3 h;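 active = lowest replicate activation of at least 40%, so every replicate reaches that level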;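 also: 0% = median of neutral control wells and 100% = median of IBMX positive control wells; some compounds called inactive have numbers as strong as hits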
RAD54 branch: inhibitors of human RAD54 branch migration, primary screen, biochemical, fluorescence, single point. DNA repair and recombination protein RAD54-like (Homo sapiens), Q92698. RAD54 Holliday junction branch migration, FAM/BHQ fluorescence. inhibition, % at 10.4 µM. 360,000 compounds, 0.14% hits. AID 602329, 2012;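 active = mean normalized replicate activity at least 40 and at least half of replicates scoring 40 or more; inconclusive = only one of the two criteria met; inactive = mean below 40 and under half of replicates reaching 40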;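 also: 0% = median of neutral control wells and 100% = median of positive control wells; inhibitors cause a drop in the FAM fluorescence signal; in these data hits start at about 50%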
CFTR F508del cor: F508del CFTR correction, initial screen, CFBE line, single point; 350,000 compounds, 0.36% hits; CFBE cells, YFP halide quenching; stimulated with forskolin plus potentiator P3; % fluorescence drop versus neutral controls; AID 720511, 2013; activity (quench increase), % at 7.58 µM;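 active = mean added fluorescence quench of at least 8% versus neutral control, with both replicates also reaching 8%; inconclusive = only one of the mean or replicate conditions met; inactive = mean below 8% and not both replicates reaching 8%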;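 also: cells transiently co-express mutant CFTR-F508del with the halide-sensitive YFP; corrector assay measuring rescue of mutant channel to the surface after 24 h compound exposure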
E-sel inducer: E-selectin induction in HUVECs, primary screen, imaging, HUVEC, immunofluorescence imaging, single point; normalized: neutral wells 0, TNF-alpha wells 100; activation, % at 7.58 µM; 260,000 compounds, 0.37% hits;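 active = mean E-selectin-positive cell signal at least 10% of the positive control, reached in at least 60% of replicates, without over 20% cell loss; inconclusive = no rule given, readout overlaps actives, possibly toxicity-flagged; inactive = the rest, including those meeting only one limit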;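 also: in these data hits start at about 27%; measured in HUVEC primary endothelial cells; signal is the percent of cells scored E-selectin positive by PE staining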
Target sequence (P16581 whole entry, looked up): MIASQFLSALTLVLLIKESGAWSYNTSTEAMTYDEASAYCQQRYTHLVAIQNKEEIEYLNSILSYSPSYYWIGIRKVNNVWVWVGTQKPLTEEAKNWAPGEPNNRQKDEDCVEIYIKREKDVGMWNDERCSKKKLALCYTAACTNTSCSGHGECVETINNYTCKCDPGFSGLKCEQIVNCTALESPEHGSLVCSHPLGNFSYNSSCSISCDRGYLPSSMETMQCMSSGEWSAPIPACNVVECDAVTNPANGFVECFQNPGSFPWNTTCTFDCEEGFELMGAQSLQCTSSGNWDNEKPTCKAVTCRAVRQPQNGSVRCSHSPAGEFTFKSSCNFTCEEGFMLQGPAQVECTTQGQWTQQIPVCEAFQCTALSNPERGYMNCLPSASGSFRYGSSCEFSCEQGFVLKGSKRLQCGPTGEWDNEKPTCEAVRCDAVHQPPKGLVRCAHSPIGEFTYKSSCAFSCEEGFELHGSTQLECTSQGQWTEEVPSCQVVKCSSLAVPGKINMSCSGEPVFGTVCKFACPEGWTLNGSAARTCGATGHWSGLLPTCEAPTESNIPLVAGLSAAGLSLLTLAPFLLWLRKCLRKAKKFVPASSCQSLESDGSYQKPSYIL
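Test system: HUVEC; input: 3,000 HUVEC/well; measured by: immunofluorescence imaging; read-out: % PE-positive cells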
Casp6 inh: human caspase-6 inhibitors, primary screen, biochemical, VEID-R110 fluorescence, single point, set 2. P55212. purified caspase-6, Z-VEID-R110 cleavage fluorescence. inhibition, % at 12.5 µM. 350,000 compounds, 0.53% hits. AID 686996, 2013;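 active = mean inhibition across replicates at least about 35%, with every replicate also reaching that limit, limit read from the data; inconclusive = only one of the two criteria met; inactive = neither criterion met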;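 also: 0% = median of neutral control wells and 100% = no fluorescence left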
* hit, by the source's call; ? = inconclusive; nt = not tested or not shown; & = joins results of further samples.

SMILES | DENV2 CPE rescue | Xi reactivation | RAD52 inh | GSIS activator | RAD54 branch | CFTR F508del cor | E-sel inducer | Casp6 inh
O=C1[C@@H]2[C@@H]3C[C@@H]([C@H]4ON=C(c5ccc(OCc6ccccc6)cc5)[C@@H]34)[C@@H]2C(=O)N1c1ccc2c(c1)OCO2 | -3.7 | 0.6 | -9.8 | -4.4 | nt | nt | nt | -1.1
COc1ccc(OC)c(NC(=O)Nc2nnc(COCCO)s2)c1 | ? | -0.2 | -2.7 | 0.4 | 1.3 | -5.8 | nt | 1.3
CO[C@@H]1CN(C)C(=O)c2cc(NC(=O)Nc3c(C)noc3C)ccc2OC[C@H](C)N(CC2CC2)C[C@H]1C | 0.8 | 0.4 | 6.1 | 6.7 | 5.3 | 2.5 | 0.2 | -2.3
CC(=O)Nc1ccc(NC(=O)c2cccc(-c3cc4ccccc4oc3=O)c2)cc1 | 1.7 | 0.1 | -23.2 | 20.1 | -3.3 | -2.4 | 3.5 | -0.2
C/C=C/c1ccc([C@H]2[C@@H](CO)N(CC3CCCC3)C23CN(C(=O)COC)C3)cc1 | -16.5 | 0.2 | -9.4 | -21.9 | nt | -1.7 | 0.0 | -0.9
Cc1ccc(OCCCC(=O)N2CCN(S(=O)(=O)c3cccc(F)c3)CC2)cc1 | 1.6 | 0.2 | -5.0 | -28.1 | nt | 4.2 | 0.5 | -2.6
CCCCOC(=O)CSc1nc2ccccc2o1 | 0.0 | 0.0 | -21.0 | -0.9 | 5.8 | -3.4 | nt | 0.5
C[C@@H]1CCCCO[C@H](CN(C)C(=O)NC2CCCCC2)[C@H](C)CN([C@@H](C)CO)C(=O)c2cc(NC(=O)Nc3cccc4ccccc34)ccc2O1 | -2.8 | 0.1 | 14.1 | 21.4 | 8.1 | -0.2 | 0.3 | 0.6
CC(Oc1cccc(Cl)c1)C(=O)Nc1ccccc1N1CCCCC1 (stereo not drawn) | 9.9 | -0.1 | -7.3 | -8.9 | -2.4 | 1.0 | 0.4 | -2.6
Cc1cc(C)cc(-n2ncc3c2CCCC3NC(=O)CCN2CCCC2=O)c1 (stereo not drawn) | -6.6 | 0.0 | 0.3 | 5.5 | -4.2 | 3.3 | 0.5 | 0.2
CN(C)Cc1c[nH]c2nccnc12 | -0.3 | 0.0 | -5.5 | 9.7 | -0.8 | -4.6 | -0.3 | nt
O=C(NCC1CC1)[C@@H]1[C@@H](CO)[C@@H]2Cn3c(ccc(C4=CCCC4)c3=O)[C@@H]2N1C(=O)C1CC1 | -1.0 | 0.1 | -18.8 | -3.7 | -7.4 | 0.3 | 0.0 | -4.5
O=C1CSC(c2ccccc2)N1c1cccc(Cl)c1 (stereo not drawn) | 5.9 | nt | 5.8 | nt | -3.5 | 2.2 | nt | -1.1
OC(COc1cccc2ccccc12)CN1CCN(c2ccc(Cl)cc2)CC1 (stereo not drawn) | 6.9 | 0.0 | -5.6 | -0.6 | 5.8 | -2.5 | 0.0 | -1.5
COc1ccc(-c2nc(NC(=O)c3[nH]c(C)c(C(C)=O)c3C)sc2C)cc1 | 3.3 | 0.0 | -43.4 | -19.0 | nt | 2.2 | -0.2 | -0.4
COc1ccc2c3c([nH]c2c1)[C@H](CO)N(CC1CC1)CC31CN(C(=O)c2cccc(F)c2)C1 | 1.5 | 0.3 | nt | 4.0 | nt | -0.7 | -0.4 | nt
Cc1c[nH]c(=O)c([N+](=O)[O-])c1 | nt | -0.1 | -7.6 | 7.1 | nt | -5.8 | 0.2 | 2.3
CCOC(=O)C/C(C)=N/NC(=O)COc1ccccc1C | -13.3 | 0.0 | -11.4 | 2.1 | -12.1 | nt | nt | -2.3
N#C/C(=C\c1ccc(N2CCCCC2)c([N+](=O)[O-])c1)c1nn(-c2ccccc2)c(N)c1C#N | nt | 0.0 | nt | -3.6 | -6.7 | nt | 0.0 | nt
C[C@H](O)C#Cc1cnc2c(c1)C(=O)N([C@H](C)CO)C[C@@H](C)[C@H](CN(C)C(=O)Cc1ccncc1)O2 | 2.9 | 0.0 | -41.0 | 5.7 | -0.5 | 3.0 | -0.2 | nt
O=C(C[C@@H]1C[C@H]2c3cc(NS(=O)(=O)c4ccccc4)ccc3O[C@H]2[C@H](CO)O1)N1CCOCC1 | 0.3 | 0.1 | 3.8 | -1.0 | 1.2 | 1.9 | 0.8 | 0.4
CC(C)C#Cc1cnc2c(c1)C(=O)N([C@@H](C)CO)C[C@@H](C)[C@H](CN(C)C(=O)Nc1ccccc1F)O2 | -5.7 | 0.1 | -3.5 | 2.2 | 2.9 | 0.1 | 0.2 | -1.1
O=C1OCC/C1=C1/NCCNC1=O | 1.8 | 0.1 | -22.0 | nt | -12.9 | 0.8 | 0.8 | -4.2
C[C@H]1CN([C@@H](C)CO)C(=O)c2cc(NS(=O)(=O)c3ccccc3)ccc2O[C@@H]1CN(C)C(=O)Nc1ccccc1 | -0.1 | 0.0 | 8.5 | 7.2 | 4.0 | 0.0 | 0.2 | -2.2
CCC(=O)N1[C@H](CN(CC)C(=O)NC2CCCC2)[C@@H](c2ccccc2)[C@@H]1CO | -0.4 | 0.0 | 6.2 | 7.4 | -1.5 | 4.5 | 0.1 | 2.5
C[C@@H]1CCCCO[C@@H](CN(C)S(=O)(=O)c2ccccc2)[C@@H](C)CN([C@H](C)CO)C(=O)c2cc(N(C)C)ccc2O1 | -0.5&-1.1 | 0.1&0.0 | 41.0&-15.5 | -13.7&0.2 | -10.0&-3.3 | -0.8&1.1&1.1 | -0.2&0.2 | -60.2&4.4
C[C@@H]1CN([C@@H](C)CO)C(=O)c2cccc(NS(=O)(=O)c3cn(C)cn3)c2O[C@H]1CN(C)C(=O)Nc1ccc2c(c1)OCO2 | -4.0 | 0.0 | -10.0 | 8.6 | -0.3 | -1.2 | 283.4* | -1.3
COC(=O)[C@H]1[C@H](CO)[C@H]2Cn3c(cccc3=O)[C@H]2N1CC1CCCCC1 | -1.6 | 0.0 | -22.0 | 15.4 | 3.2 | -1.9 | -0.2 | 2.9
CCC(=O)N[C@H]1CC[C@@H](CC(=O)NCC2CCCCC2)O[C@@H]1CO | 0.2 | 0.9 | -3.5 | 17.6 | -6.2 | -0.1 | -0.1 | -0.2
COC(=O)[C@]12CCCCC=C1N(Cc1cccc3ccccc13)C(=O)[C@H](CC(=O)N1CCCC1)C2 | -3.4 | 0.2 | 1.6 | -33.8 | nt | 0.3 | 0.0 | 1.8
CC(=O)c1cccc(OCC(=O)OCC(=O)Nc2cc(S(=O)(=O)N3CCCCC3)ccc2C)c1 | -7.0 | 0.1 | -76.6 | -22.6 | -1.9 | -0.4 | -1.5 | 0.3
COCC(=O)N1[C@H](CO)[C@@H](c2ccccc2)C12CN(C(=O)c1ccccc1)C2 | -3.4 | 0.1 | -2.7 | 11.2 | nt | 0.8 | 0.1 | 19.9
COCCNC(=O)/C(C#N)=C/c1ccc(-c2ccc(S(=O)(=O)N3CCOCC3)cc2)o1 | -13.7 | 0.1 | -91.3 | 3.2 | nt | -1.6 | nt | 2.7
CCCNC(=O)C[C@H]1CC[C@@H]2[C@H](COC[C@@H](O)CN2C(=O)C2CCOCC2)O1 | ? | -0.1 | -171.0 | 1.1 | -4.4 | 0.5 | 0.0 | 0.8
O=C(c1ccc(CSc2ccc(Cl)cc2)o1)N1CCOCC1 | ? | 0.0 | -7.6 | -7.7 | nt | -0.4 | -0.2 | 4.0
O=C(NCC1CCN(Cc2ccccc2Cl)CC1)Nc1cccc(Cl)c1 | -0.7 | -0.1 | -10.8 | -30.2 | nt | 2.7 | 0.1 | 6.3
CNc1ccccc1C(C)(C)c1cn(-c2ccc([N+](=O)[O-])cc2)nn1 | 4.5 | 0.1 | -8.8 | 3.9 | 3.1 | -5.5 | nt | 0.0
CC(C)(C)c1ccc2c(c1)OC(C(=O)N/N=C\c1ccc(-c3cccc(C(=O)O)c3)o1)CO2 (stereo not drawn) | 4.8 | -0.1 | -59.7 | -50.4 | nt | 3.2 | nt | 12.6
CCOC(=O)CC(NC(=O)c1cccc2c1C(=O)N(Cc1cccnc1)C2)c1ccc(OCC)c(OC)c1 (stereo not drawn) | -16.2 | 0.3 | -13.0 | 18.5 | nt | -1.1 | nt | -0.7
Cc1noc(C)c1S(=O)(=O)N(C)C[C@@H]1Oc2ccc(NC(=O)Cc3ccccc3)cc2CC(=O)N([C@@H](C)CO)C[C@@H]1C | 1.9 | 0.1 | nt | -7.9 | 1.3 | -2.1 | -1.4 | nt
O=C(NCCc1ccccc1)c1ccc2c(c1)OCCCO2 | -6.2 | 0.0 | -2.2 | 8.4 | -3.0 | 1.0 | 0.1 | 1.1
CCCCNC(=O)c1onc(CSc2ccc(C)c(C)c2)c1C(=O)O | -4.2 | 0.0 | -20.3 | 2.4 | -1.4 | 0.1 | nt | 5.2
C=CCn1c(-c2sc(-c3ccccc3)nc2C)n[nH]c1=S | 0.0 | -0.2 | -11.3 | 45.2 | nt | -0.4 | 3.4 | 1.6
Cc1ccc(-c2nc(CS(=O)(=O)CC(=O)N3CCOCC3)c(C)o2)cc1 | 2.4 | 0.0 | -24.5 | -8.9 | nt | 1.1 | -0.1 | -0.3
C[C@@H]1CCCCO[C@H](CN(C)C(=O)CCCN(C)C)[C@@H](C)CN([C@H](C)CO)C(=O)c2cc(NS(=O)(=O)c3cccs3)ccc2O1 | -10.3 | 0.0 | 7.1 | 0.0 | -1.5 | -3.2 | 0.0 | -6.7
Cc1n[nH]c(C)c1CCNC(=O)C1CCC(=O)N(Cc2ccccc2F)C1 (stereo not drawn) | -5.4 | 0.1 | 1.1 | 6.7 | -0.6 | 1.8 | nt | -3.3
COC(=O)N1CCCCC1c1cc(C(=O)Nc2ccccc2Cl)no1 (stereo not drawn) | 27.8* | 0.3 | -4.7 | -1.0 | -8.9 | -0.8 | 0.3 | -0.7
NS(=O)(=O)c1ccc(CCNC(=O)c2cc(S(=O)(=O)N3CCCCC3)ccc2Cl)cc1 | -1.9 | 0.8 | -20.5 | 23.1 | 7.2 | 1.2 | nt | -2.9
O=C(c1cccc(F)c1)N1C[C@@H]2[C@H](c3ccccc31)[C@H](CO)N2C(=O)C1CCOCC1 | 22.6* | 0.4 | -0.2 | -5.2 | -1.8 | 0.0 | -0.9 | 4.1
COc1ccc(/C=C/CN2CCN(Cc3ccc(F)cc3)C(CCO)C2)cc1 (stereo not drawn) | -3.3 | -0.1 | -7.0 | -28.9 | nt | -0.2 | -0.6 | 2.1
CN(C)C(=O)[C@@H]1[C@@H](CO)[C@@H]2Cn3c(ccc(-c4ccccc4)c3=O)[C@H]1N2CC1CCCC1 | -10.3 | 0.2 | -6.6 | -3.3 | -2.3 | -1.0 | -0.4 | -2.4
